ABCB1 inh – blocks JC-1 efflux by human ABCB1 transporter; inhibition, % at 6.6 µM; 190,000 tested, 0.067% active; AID 1326; CCRF-Adr cells, flow cytometry; in the data active = inhibition above about 40%;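 also: 0% = vehicle and 100% = reference inhibitor; higher value means more JC-1 retained so stronger ABCB1 efflux block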
Mcl1 Noxa PPI – Mcl-1/Noxa interaction inhibition; Q07820; TR-FRET Mcl-1/Noxa peptide binding, 2 h; inhibition, % at 21.7 µM; 220,000 tested, 1.5% active; AID 1022;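 active = compounds that cut the protein-peptide binding signal by more than 50% relative to plate controls in a single-dose test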;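 also: His-tagged Mcl-1 with rhodamine Noxa BH3 peptide and terbium anti-His antibody; 0% = Mcl-1 plus Noxa peptide wells and 100% = peptide-only wells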
Target sequence (Q07820 whole entry, looked up): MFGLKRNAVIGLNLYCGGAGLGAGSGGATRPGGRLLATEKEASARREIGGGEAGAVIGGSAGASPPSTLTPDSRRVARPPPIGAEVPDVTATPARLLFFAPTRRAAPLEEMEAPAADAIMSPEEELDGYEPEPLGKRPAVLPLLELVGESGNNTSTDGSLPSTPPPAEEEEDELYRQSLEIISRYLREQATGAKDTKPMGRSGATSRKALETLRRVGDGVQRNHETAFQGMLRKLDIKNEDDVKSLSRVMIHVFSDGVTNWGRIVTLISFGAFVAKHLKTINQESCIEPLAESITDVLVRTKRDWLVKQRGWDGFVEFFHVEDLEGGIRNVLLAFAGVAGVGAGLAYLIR
Rab2 wt GTP – changes GTP binding to wildtype dog Rab2A, up or down. P61105. GST-Rab2 wt beads, Bodipy-GTP binding, flow cytometry. GTP binding activity, % at 10 µM. 190,000 tested, 0.19% active;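 active = GTP binding activity at least 20 points away from 100%, either lowered or raised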;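 also: 0% = beads with excess unlabeled GTP and 100% = no-compound control corrected for plate trend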
ABCG2 inh – human ABCG2 inhibition, ABCB1 as counter-screen | AID 1325 | IgMXP3 cells, JC-1 efflux, flow cytometry | inhibition, % at 6.6 µM | Q9UNQ0 | 190,000 tested, 0.1% active;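 active = inhibition above 80%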;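 also: 0% = DMSO and 100% = nicardipine control wells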
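Test system: IgMXP3 cells (ABCG2) mixed with DDAO far-red-labelled CCRF-Adr cells (ABCB1). Reagent: JC-1 transporter substrate. Compound dosing: single test compound dose, 6.6 µM final. Times: 10 min compound exposure, 25 °C. Detection: flow cytometry of retained JC-1 fluorescence. Read-out basis: efflux inhibition in percent versus controls. Controls: nicardipine and DMSO wells.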
Rac1 act GTP bind – alters GTP binding to activated mutant human Rac1 | P63000 | GST-Rac1 activated beads, fluorescent GTP binding, flow cytometry; actives lie on both sides; 100% means binding = to untreated wells | percent activity (GTP binding), % at 10 µM | 190,000 tested, 0.11% active | AID 764;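 active = GTP binding at least 20 percentage points away from the 100% baseline, in either direction, so actives lie on both sides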
Rab7 wt GTP bind – alters GTP binding to wildtype dog Rab7; GTP binding activity (percent of control), % at 10 µM; 190,000 tested, 0.055% active; GST-Rab7 beads, fluorescent GTP binding, flow cytometry; actives lie on both sides; untreated = 100%, excess cold GTP = 0%;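 active = fluorescent GTP binding to Rab7 beads changed by at least 20 points from the 100% baseline, either direction, mostly lower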;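 also: median green fluorescence of bound Bodipy-FL-GTP per Rab7 bead population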
HRas wt GTP – modulators of GTP binding to human HRas wildtype | P01112 | GST-Ras wt beads, Bodipy-FL-GTP binding, flow cytometry; actives lie on both sides | GTP binding activity, % at 10 µM | 190,000 tested, 0.14% active | AID 759;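 active = GTP binding activity at least 20% away from the 100% baseline, either lowered as inhibitor or raised as activator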;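 also: 0% = unlabeled GTP competition control and 100% = no-compound control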
Target sequence (P01112 whole entry, looked up): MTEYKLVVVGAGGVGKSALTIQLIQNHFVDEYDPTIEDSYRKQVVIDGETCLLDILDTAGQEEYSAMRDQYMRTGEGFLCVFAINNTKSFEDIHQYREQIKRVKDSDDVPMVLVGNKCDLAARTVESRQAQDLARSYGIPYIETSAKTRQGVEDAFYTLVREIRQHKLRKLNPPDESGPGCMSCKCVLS
Pf gametocyte – P. falciparum stage V gametocyte viability inhibition. AID 743093. P. falciparum stage V gametocytes, ATP luminescence, 24 h. 150,000 tested, 0.065% active. inhibition, % at 10.9 µM;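 active = inhibition above the mean plus 3 SD of compounds within the control limits, set per campaign, cut at about 38% in these data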;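 also: 0% = DMSO wells and 100% = medium only without gametocytes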
Rac1 wt modul – human Rac1 wildtype GTP binding, inhibitors and activators. GST-Rac1 beads, fluorescent GTP binding, flow cytometry; actives lie on both sides; 0 = cold GTP competed, 100 = untreated. GTP binding activity (% of control), % at 10 µM. 190,000 tested, 0.27% active. AID 757;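 active = GTP binding activity at least 20 points away from the 100% control level, either lower or higher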
Avidin bead fluor – compound fluoresces at 488/530 nm on avidin beads; compound fluorescence 488/530 nm, flow cytometry; hits give high values; fluorescence (KMESF) at 10 µM; 220,000 tested, 0.38% active; AID 1775; in the data active = fluorescence above about 47; also: inactives centre near 10
Cdc42 wt – changes GTP binding to wildtype human Cdc42. P60953. GST-Cdc42 beads, Bodipy-GTP binding, flow cytometry; actives lie on both sides. percent activity (GTP binding), % at 10 µM. 190,000 tested, 0.2% active. AID 761;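 active = percent activity GTP binding at least 20 points away from the 100% baseline, either down as inhibitor or up as activator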;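 also: median bead fluorescence of bound Bodipy-FL-GTP at 100 nM; 0% = excess unlabeled GTP control and 100% = no compound control; below 100% means less GTP binding so inhibitor and above means activator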
Target sequence (P60953 whole entry, looked up): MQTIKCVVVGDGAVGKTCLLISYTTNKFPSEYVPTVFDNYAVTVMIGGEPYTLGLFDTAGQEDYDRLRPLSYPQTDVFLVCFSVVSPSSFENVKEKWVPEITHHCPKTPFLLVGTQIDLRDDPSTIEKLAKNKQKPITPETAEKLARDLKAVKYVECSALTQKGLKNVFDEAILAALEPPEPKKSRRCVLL
* = called active by the depositor; · = not tested or not shown.

The opening 3 entries, ahead of the listing:
SMILES	ABCB1 inh	Mcl1 Noxa PPI	Rab2 wt GTP	ABCG2 inh	Rac1 act GTP bind	Rab7 wt GTP bind	HRas wt GTP	Pf gametocyte	Rac1 wt modul	Avidin bead fluor	Cdc42 wt
O=C1CC(N(Cc2ccc3c(c2)OCO3)C(=O)Nc2ccc(F)cc2)C(=O)N1c1ccccc1 (centres undefined)	1.0	-1	99	4	96	97	99	5	99	6	98
COC(=O)c1cccc(NC(=O)c2cnoc2C)c1	0.2	1	102	3	98	106	102	3	107	7	101
Cc1cnc(C(=O)OCC(=O)N2c3ccccc3NC(=O)C2(C)C)cn1	0.8	0	101	2	101	99	101	·	106	10	106

All compounds of this part, from the start:
SMILES	ABCB1 inh	Mcl1 Noxa PPI	Rab2 wt GTP	ABCG2 inh	Rac1 act GTP bind	Rab7 wt GTP bind	HRas wt GTP	Pf gametocyte	Rac1 wt modul	Avidin bead fluor	Cdc42 wt
O=C1CC(N(Cc2ccc3c(c2)OCO3)C(=O)Nc2ccc(F)cc2)C(=O)N1c1ccccc1 (centres undefined)	1.0	-1	99	4	96	97	99	5	99	6	98
COC(=O)c1cccc(NC(=O)c2cnoc2C)c1	0.2	1	102	3	98	106	102	3	107	7	101
Cc1cnc(C(=O)OCC(=O)N2c3ccccc3NC(=O)C2(C)C)cn1	0.8	0	101	2	101	99	101	·	106	10	106
CC(=NCCc1ccccc1)C1=C(O)CSC1=O	0.4	15	102	4	100	100	103	10	105	17	106
CS(=O)(=O)N(CC(=O)NCc1ccccc1Cl)c1cccc([N+](=O)[O-])c1	0.7	24	101	1	96	103	102	-8	105	11	100
COc1cccc(OC)c1C(=O)N1CCN(c2c(Cc3ccccc3)c(C)nc3ncnn23)CC1	0.0	10	99	1	96	96	96	·	97	2	95
CCc1cc(C(=O)NNC(=S)Nc2ccccc2C)cs1	-0.7	-11	99	0	108	98	100	-34	102	3	98
Cc1ccc(-c2cc(C(=O)N/N=C/c3c(C)nn(C)c3C)c3ccccc3n2)c(C)c1	0.6	3	102	0	100	103	104	·	109	10	104
CC1CCCC(NC(=O)COC(=O)CCc2ccccc2)C1C (centres undefined)	-0.1	2	96	-1	95	91	94	3	94	11	97
c1ccc2c(c1)nc(NCc1ccc3c(c1)OCO3)n2CCN1CCOCC1	0.4	1	97	10	95	99	98	-6	97	12	97
O=C(COC(=O)c1ccc([N+](=O)[O-])s1)Nc1ccc(Cl)cn1	-1.6	16	96	-3	96	92	96	4	103	12	101
O=C(c1cc2cc(Br)ccc2oc1=O)N1CCN(c2ccccn2)CC1	0.3	3	98	4	96	100	97	·	100	15	95
Cc1nccn1-c1ccc(C=O)cc1	-0.1	-5	98	0	97	100	98	6	98	13	98
C=CCn1c(C)cc(C(=O)CSc2nc3ccccc3[nH]2)c1C	1.8	-2	99	12	99	102	103	·	107	22	104
N#Cc1cnc(Sc2ccccc2)nc1	0.3	10	97	1	97	95	96	-33	101	11	99
COc1ccccc1Nc1nnc(SCC(=O)Nc2cc(C)on2)s1	0.1	38	104	1	99	103	102	·	104	7	104
Nc1nnc(CCc2ccccc2)s1	0.2	-1	103	2	101	98	102	9	103	35	104
O=[N+]([O-])c1ccc2c(c1)ncn2-c1ccccc1	0.0	-16	95	1	98	100	98	5	104	22	104
CCN(CC)c1ccc(NC(=O)CCNC(=O)c2ccco2)cc1	5.4	79*	98	16	99	102	100	-19	103	16	99
CC(=O)c1ccc(-n2nnnc2SCC(=O)N2CCN(C(=O)c3ccco3)CC2)cc1	0.1	12	101	0	98	100	100	·	101	12	100
O=C(O)CSc1nnc(-c2ccc3c(c2)OCO3)n1-c1ccccc1	0.3	2	91	3	92	92	91	11	92	16	91
CCOC(=O)NC(=O)/C(C#N)=C\c1ccccc1	0.6	14	92	2	93	92	95	15	97	21	95
O=C(CN1CCN(c2ccc([N+](=O)[O-])cc2)CC1)Nc1ccccn1	-0.1	8	102	0	98	103	103	-3	108	4	103
COC(=O)c1nnn(CC(=O)NC(=O)Nc2ccccc2)c1C(=O)OC	1.6	12	100	2	101	96	100	·	104	4	102
O=C(CCN1C(=O)c2cccc3cccc(c23)C1=O)N1CCOCC1	0.5	3	100	7	97	105	97	-21	98	11	95
CCOC(=O)N1CCC(NC(=O)c2ccc3nc(N4CCOCC4)sc3c2)CC1	0.7	-1	98	9	100	94	100	·	102	7	102
CCN(CC)c1nc(-c2cccc(OC)c2O)nc2ccccc12	7.5	13	100	83*	99	98	100	8	101	8	100
O=Cc1ccccc1OCCOc1ccccc1C=O	0.2	0	101	19	97	101	101	·	103	4	100
CC(C)Cn1cc(C(=O)N2CCOCC2)c2c3ccccc3n(C)c2c1=O	1.4	13	103	3	100	98	102	·	101	13	102
COc1ccc(Cc2nnc(SCC(=O)NCc3ccco3)o2)cc1	0.3	8	104	0	101	98	103	·	102	11	105
O=C(CCc1ccccc1)Nc1nnc(-c2ccccn2)o1	-0.9	28	98	-8	99	99	100	·	100	18	98
O=C(CSc1ncnc2c1nnn2Cc1ccccc1F)N1CCN(c2ccccc2)CC1	0.9	10	102	5	100	98	103	·	104	43	103
FC(F)(F)c1cccc(NC(=S)NCCN2CCOCC2)c1	0.7	-18	102	8	103	103	101	-11	103	13	103
CCOc1ccc(Oc2c(/C=N/NC(=O)C3CC3)c(C)nn2-c2ccccc2)cc1	2.0	21	97	8	97	99	97	·	99	5	98
C=CCn1c(SCC(=O)OCC)nc2cc(C(=O)NCc3ccco3)ccc2c1=O	1.4	-2	95	6	97	92	97	·	98	7	100
CC1CCCCC1NC(=O)CSc1nncs1 (centres undefined)	0.1	1	107	1	102	103	104	-8	110	9	105
Cn1c(SCC(=O)Nc2ccc3c(c2)OCCO3)nnc1-c1ccco1	0.2	-17	94	2	97	98	99	·	98	4	100
CCOC(=O)c1oc2ccc(Br)cc2c1CSc1nnc(C)s1	-1.5	11	101	4	98	100	101	4	102	15	102
CCC(=O)NC(=S)Nc1ccc2oc(-c3ccc(OC)cc3)nc2c1	1.0	17	99	11	96	99	98	·	97	9	100
COc1cc(Cl)c(S(=O)(=O)n2cnc(C)c2)cc1Cl	-0.5	11	102	-2	102	99	103	14	105	7	104
COCc1[nH]nc2c1C(C1C=CCCC1)C(C#N)=C(N)O2 (centres undefined)	0.1	8	103	0	100	102	103	·	105	6	104
COc1ccc(-c2cc3ccccc3n2CC(O)CNCCO)cc1 (centres undefined)	0.9	-1	101	2	100	101	103	·	103	35	104
CCCC(=O)N1CCN(S(=O)(=O)c2cc(Cl)ccc2OC)CC1	-2.4	10	100	-2	99	102	101	-6	100	16	100
COc1ccc(-c2cc(C(=O)O)c3c(C)nn(-c4ccccn4)c3n2)cc1	0.3	12	92	1	92	96	96	-5	95	35	96
CCOC(=O)Cn1c(=NC(=O)C(C)(C)C)sc2cc([N+](=O)[O-])ccc21	0.2	4	97	2	100	97	101	0	101	5	100
CN1CCN(S(=O)(=O)c2cc([N+](=O)[O-])ccc2Cl)CC1	0.9	-9	97	3	95	103	101	-16	98	8	96
Cc1ccc(OCC(=O)N2CCN(C(=O)c3cccs3)CC2)cc1	0.2	-5	103	2	100	102	103	8	102	9	105
CCOc1cc(C(=S)N2CCOCC2)ccc1OS(=O)(=O)c1ccccc1[N+](=O)[O-]	2.8	16	99	16	100	98	100	0	100	12	99
O=C(NCc1nc(-c2ccccc2)no1)c1ccc2c(c1)OCO2	0.8	-4	97	4	94	98	98	·	97	25	99
CCc1ccc2nc(Nc3nc(COC)cc(=O)[nH]3)nc(C)c2c1	4.0	19	96	28	97	97	97	6	99	11	97
COC(=O)c1ccccc1NC(=O)COC(=O)CSCC(=O)N1CCOCC1	0.3	2	98	3	101	100	99	18	99	11	98
O=C1NCCCc2c1oc1cc(Br)c(O)c(Br)c21	2.4	27	98	43	94	99	97	-22	99	13	95
O=C(CSc1nnc(-c2cccs2)o1)N1CCOCC1	5.6	-3	100	9	99	101	97	·	100	5	98
CCOc1ccc(Br)cc1S(=O)(=O)NCc1ccc(S(N)(=O)=O)cc1	-0.3	1	100	3	95	106	101	17	101	9	100
COc1cc(NS(=O)(=O)c2ccc(NC(=S)NC(=O)/C=C/c3ccco3)cc2)ncn1	-0.2	23	94	1	89	100	91	11	93	9	92
Cc1cccc(C(C)C)c1NC(=O)c1cccnc1	1.4	0	97	4	92	102	99	·	97	15	99
CCN(CC(=O)Nc1cc(C)nn1-c1nc(C)cc(C)n1)Cc1ccccc1	6.3	18	96	8	93	98	97	-8	96	10	98
O=C(NCc1nc(-c2ccccc2)no1)c1cccs1	-0.3	8	101	17	98	101	101	-19	106	16	101
COc1ccc(-c2cn3cccnc3n2)cc1NC(=O)c1cc(OC)c(OC)c(OC)c1	0.1	12	91	1	90	100	90	1	91	13	85
COc1cc(OC)c(C2N(c3ccccn3)C(=O)C3CCCN32)cc1OC (centres undefined)	0.0	-1	99	5	99	95	99	·	102	8	104

New compounds follow.
SMILES	ABCB1 inh	Mcl1 Noxa PPI	Rab2 wt GTP	ABCG2 inh	Rac1 act GTP bind	Rab7 wt GTP bind	HRas wt GTP	Pf gametocyte	Rac1 wt modul	Avidin bead fluor	Cdc42 wt
CC1CCc2nn(CC(=O)N3CCc4ccccc43)cc2C1 (centres undefined)	-2.2	-15	100	-2	99	103	102	·	105	8	102
CC(C)(C)OC(=O)N/N=C/c1cc(N=Nc2ccccc2)ccc1O	-0.1	5	97	5	97	98	99	-9	101	11	100
Cc1ccc(C(=O)CSc2nnc(-c3ccccc3)o2)cc1	-0.5	3	96	0	97	99	100	·	101	22	97
CN1CCc2c(sc3c2c(=O)n(-c2ccccc2)c2nnc(SCc4ccc(Cl)cc4)n32)C1	1.6	-8	102	-1	96	104	101	·	101	12	102
CCC(C)(C)NC(=O)CN(C(=O)c1snc(C(N)=O)c1N)c1ccc(OC)c(OC)c1	0.9	5	98	1	95	98	98	·	94	16	99
CCOC(=O)C1=C(c2ccccc2)O/C(=C(/C#N)C(F)(F)F)S1	1.0	4	96	9	94	100	97	·	98	59*	97
COc1ccccc1NC(=O)CSc1nnc(CNC(=O)COc2ccc(Cl)cc2)o1	2.0	9	98	28	98	94	99	·	106	6	101
COc1ccc(N(CC(=O)N2CCc3ccccc3C2)S(C)(=O)=O)cc1	0.5	-10	101	1	97	102	100	·	114	17	104
Cc1cccc(C)c1OCc1nnc(SCC(=O)NCCc2ccccc2)o1	0.8	-4	99	3	97	103	100	17	101	4	99
COc1cccc(CNc2ccc([N+](=O)[O-])c(NCC(=O)O)n2)c1	1.8	13	98	10	94	103	97	-23	97	10	95
Cc1noc(C)c1S(=O)(=O)N1CCCC(C(=O)NCCc2ccc(Cl)cc2)C1 (centres undefined)	1.0	1	99	2	98	101	100	8	101	7	99
